# SRC3 TRFRET art – counter-screen for PPARgamma SRC-3 recruitment agonists: TR-FRET artefact | actives 0.39% (n = 99,000) | PPARgamma/SRC-3 format; hits give high values | TR-FRET ratio at 8 µM; in the data active = TR-FRET ratio above about 2000; note: inactives centre near 1600; reference of the scale not given here
# SRC1 TRFRET art – TR-FRET artefact, counter-screen to PPARgamma/SRC-1 agonist assay; AID 1051; actives 0.34% (n = 99,000); TR-FRET detection artefact counter-screen, emission ratio; hits give high values; TR-FRET ratio at 8 µM; in the data active = TR-FRET ratio above about 2300; note: inactives centre near 1800; reference of the scale not given here
# Active calls of the source: *. A portion of the library, so the mix of outcomes need not match the whole.
SMILES,SRC3 TRFRET art,SRC1 TRFRET art
Cc1ccc2c(c1)c1nnc(SCC(=O)N3CCN(c4ccc(F)cc4)CC3)nc1n2CC(=O)O,1395,1468
CN(CC(=O)Nc1ccc(F)cc1)C(=O)CSc1nc2ncc(Cl)cc2[nH]1,1624,1739
NCCCC[C@H](NC(=O)C1CCNCC1)c1nnc([C@@H](N)Cc2ccc(O)cc2)o1,1641,1630
COc1cccc(C(=O)Cn2c(=N)n(C)c3ccccc32)c1,1745,1818
Cc1cccc(NC(=O)c2cnc3ccccn3c2=O)c1,1459,1719
COc1cccc(-n2c([S-])c(C(=O)Nc3ccc(C(F)(F)F)cc3)[n+]3ccccc23)c1,1532,1827
CC(C)c1onc(C(=O)Nc2sc3c(c2C#N)CCC3)c1[N+](=O)[O-],1623,1882
CCOC(=O)C1CCN(C(=O)CSc2ccccc2Cl)CC1,1667,1902
FC(F)Sc1ccc(NC(=S)NC(c2ccccc2)c2ccccc2)cc1,1436,1631
COc1ccc(CNS(=O)(=O)NCc2ccc(OC)c(OC)c2)cc1,1482,1776
CSCCC(=O)Nc1nc(-c2ccccn2)cs1,1553,1867
Cc1cc(NC(=O)CSc2n[nH]c(N)n2)no1,1501,1560
COc1ccc(Cn2c(-c3ccc(OC)c(O)c3)nc3ccccc32)cc1O,1532,1862
Cc1c2ccccc2nc2c(F)c(NCCO)c(F)c(F)c12,1604,1626
CC(=O)NN1C(=O)c2ccccc2NC1c1ccco1 (centres undefined),1523,1712
Cc1ccc(/C=C/C(=O)O)cc1S(=O)(=O)N(CCO)CCO,1713,2001
N#Cc1cnn(-c2cccc(Cl)c2)c1N,1552,1909
c1ccc2oc(C3=NNC(=NC4CC4)SC3)cc2c1,1469,1835
O=C1CC(/C=C/c2ccccc2)=Nc2ccccc2N1,1502,1729
O=C(COc1ccccc1-c1ccccc1)N/N=C/c1ccncc1,1404,1565
Cn1cccc1CNCc1ccc(F)cc1,1410,1722
CCCS(=O)(=O)c1ccc(COC(=O)c2ccc(NC(C)=O)cc2)cc1,1410,1847
O=C(COC(=O)/C=C/c1cccc(C(F)(F)F)c1)NCc1ccccc1,1532,1644
CCOCCCNC(=O)C(NC(=O)c1ccc(NC(C)=O)cc1)c1ccc(C)cc1 (centres undefined),1557,1864
COc1ccc(CNC(=O)C(C)Cc2ccccc2)cc1O (centres undefined),1609,1632
# (further entries)
SMILES,SRC3 TRFRET art,SRC1 TRFRET art
O=C(C1CCCN(CCCc2ccccc2)C1)N1CCCCCC1 (centres undefined),1561,1605
CC1(C)C=Cc2c(c3c(c4c(=O)c(-c5ccc(O)cc5)coc24)OC(C)(C)CC3)O1,1725,1889
CCOC(=O)/C=C1\SCC(=O)N1CC(=O)NCc1cccc(Cl)c1,1621,1729
COc1ccccc1N/C(N)=N/c1nc(C(F)(F)F)cc(=O)[nH]1,1472,1877
CCO[C@@H]1OC(C(=O)Nc2ccccc2)=C[C@H](c2ccccc2)[C@H]1CCCO,1631,1620
Cn1c(=O)c2ncn(CC(=O)NCCOCc3ccccc3Cl)c2n(C)c1=O,1825,2034
Cc1cc(C)nc(NS(=O)(=O)c2ccc(N=Cc3c(C)[nH]n(-c4ccccc4)c3=O)cc2)n1,1532,1985
Cc1ccccc1Nc1c(-c2ccc(N3CCOCC3)cc2)nc2ncccn12,1803,2023
Cc1ccc(NC(NC(=O)OCCn2c([N+](=O)[O-])cnc2C)C(Cl)(Cl)Cl)cc1 (centres undefined),1482,1749
Cc1cc(C)cc(NC(=S)NCCc2c[nH]c3ccccc23)c1,1689,1978
CC(C)(C)C1C/C(=C/c2ccccn2)C(=O)/C(=C/c2ccccn2)C1 (centres undefined),1747,1810
O=C(NCC1COc2ccccc2O1)C1(c2ccccc2)CCCC1 (centres undefined),1566,1908
NCc1ccc(S(N)(=O)=O)cc1,1499,1484
Cc1nc2ccccc2c(=O)n1NC(=O)c1cccc([N+](=O)[O-])c1,1589,1973
O=C(NCc1ccc(F)cc1)C(c1ccccc1)N(C(=O)c1csnn1)C1CC1 (centres undefined),1457,1784
NC(=O)c1cc([N+](=O)[O-])ccc1NCCN1C(=O)c2ccccc2C1=O,1393,1985
CCOC(=O)C1(Cc2cccc(OC)c2)CCCN(Cc2cc(C(C)C)n[nH]2)C1 (centres undefined),1530,1682
CC(=O)Nc1nnc(SCC(=O)N2CCCc3ccccc32)s1,1363,1460
C/C(CC(=O)NCc1ccc(Cl)cc1)=N\NC(=O)c1ccccc1F,1784,1523
NC(=O)CCN1CCN(Cc2cn[nH]c2-c2cccc3ccccc23)CC1,1464,1443
O=C(Nc1ccccc1F)c1cnccn1,1689,1826
CCOc1cc(/C=N/N=C2/NC(=O)C(CC(=O)O)S2)ccc1OS(=O)(=O)c1ccc(C)cc1 (centres undefined),1441,1844
Cc1ccc(CCC(=O)Nc2ncc(Cc3cccc(Cl)c3Cl)s2)o1,1527,1722
COc1cc(C(=O)Oc2cc(C)[nH]c(=O)c2[N+](=O)[O-])cc(OC)c1OC,1520,1636
OC1(c2ccccc2F)CCN(Cc2nnnn2Cc2ccc(F)cc2)CC1,1490,1544
# The list goes on.
SMILES,SRC3 TRFRET art,SRC1 TRFRET art
Cc1nc2sc(C(c3cccs3)N3CCN(c4ccccc4)CC3)c(O)n2n1 (centres undefined),1410,1820
Cc1ccc(NC(=O)CSc2nnc(-c3cccs3)o2)cc1S(=O)(=O)N1CCCCC1,1635,1937
Cc1ccc(CSc2nnc(NC(=O)Cn3cnc4ccccc4c3=O)s2)cc1,1435,1803
COc1cccc(N2CCN(Cc3nc4scc(-c5ccccc5)c4c(=O)[nH]3)CC2)c1,1760,1868
O=C(COc1ccccc1Cl)NCc1ccncc1,1621,1756
O=C(Nc1ccc(Cl)cc1)N1CCOC12CCCCC2,1778,1837
Cc1nn(Cc2ccccc2)c(C)c1NC(=O)CSc1n[nH]c(C)c1[N+](=O)[O-],1573,1771
C=CCc1cccc(CNc2ccc(Br)cc2)c1O,1598,1915
CC12CCC(C(=O)NCc3ccccc3Cl)(C(Br)C1=O)C2(C)C (centres undefined),1581,1772
O=c1c2ccccc2nc(SCc2cccc(F)c2)n1C1CCCC1,1650,1758
Cc1cc(C)c(NC(=O)CSc2nc3ccc(NC(=O)CSc4nnnn4-c4ccccc4)cc3s2)c(C)c1,1788,1788
Cc1ccc(NC(=O)C2CCCN(C(=O)c3ccc(Cl)cc3)C2)c(C)c1 (centres undefined),1338,1654
COCCNS(=O)(=O)c1ccc(C)c(C)c1C,1412,1950
COc1ccc(OCc2nnc(SCC(=O)c3c(N)n(C)c(=O)n(C)c3=O)n2-c2ccccc2F)cc1,1673,1737
O=C(O)c1cc(NC(=S)NC(=O)C(c2ccccc2)c2ccccc2)ccc1Cl,1699,1984
CCOC(=O)c1[nH]c(C)c(C(=O)N2CCN(c3ccccc3OC)CC2)c1C,1614,1835
COc1ccc(-c2sc(NC(C)=O)nc2-c2ccccc2)cc1,1517,1702
O/N=C/C1=C(Cl)c2ccccc2CC1,1612,1933
N#Cc1c(-c2ccccc2)nc(SCC(=O)Nc2ccccc2)[nH]c1=O,1873,2166
COC(=O)N/N=C/c1ccc([N+](=O)[O-])s1,1494,1678
COc1ccc(C(=O)C2CCCN(Cc3nc4ccccc4nc3C)C2)cc1OC (centres undefined),1580,1403
CCc1nc(CN2CCN(Cc3ccc(F)c(F)c3)C(CCO)C2)c(C)[nH]1 (centres undefined),1662,1833
Fc1ccc(-n2cc(-c3ccccc3)c3c(N4CCOCC4)ncnc32)cc1,1650,1938
CCc1ccc(N2C(=O)C(Cl)=C(N3CCOCC3)C2=O)cc1,1732,1658
Cc1cc(C)cc(OCC(=O)NNC(=O)c2cc3ccccc3o2)c1,1739,1905

# Among those listed so far, these contain a CF3 group:
SMILES,SRC3 TRFRET art,SRC1 TRFRET art
COc1cccc(-n2c([S-])c(C(=O)Nc3ccc(C(F)(F)F)cc3)[n+]3ccccc23)c1,1532,1827
O=C(COC(=O)/C=C/c1cccc(C(F)(F)F)c1)NCc1ccccc1,1532,1644
COc1ccccc1N/C(N)=N/c1nc(C(F)(F)F)cc(=O)[nH]1,1472,1877

# More records:
SMILES,SRC3 TRFRET art,SRC1 TRFRET art
CC(=O)Nc1ccc(S(=O)(=O)NCC2CCC(C(=O)NCCCN3CCCC3=O)CC2)cc1 (centres undefined),1541,1734
Cc1ccc(S(=O)(=O)N2CCCCC2)cc1NC(=O)COC(=O)Cc1cccc2ccccc12,1809,2141
Cc1ccc(S(=O)(=O)/N=C(/Nc2c(C)n(C)n(-c3ccccc3)c2=O)c2ccccc2)cc1,1583,2084
S=C(NCCc1ccccc1)N1CCN(C23CC4CC(CC(C4)C2)C3)CC1,1724,2035
COCc1cc(C)n(CC(=O)Nc2cc(C)cc(C)c2)c(=O)c1C#N,1526,1903
CCOC(=O)Cc1cc(-c2ccc(F)cc2)nc2ccc3ccccc3c12,1327,1713
COc1ccc(C2NS(=O)(=O)N=C2N)cc1 (centres undefined),1575,1827
Cc1cc(NC(=O)C(C)SCC(=O)O)no1 (centres undefined),1672,1796
COc1ccc(CCNC(=O)CC2SC(=NCc3ccccc3)NC2=O)cc1 (centres undefined),1586,1676
Cc1nn(Cc2ccccc2)c(C)c1NC(=O)c1ccc([N+](=O)[O-])cc1[N+](=O)[O-],1512,1939
CC(C)(C)CC(C)(C)N=C1NS(=O)(=O)c2cc([N+](=O)[O-])ccc21,1744,1894
CN(/C(=N/S(=O)(=O)c1ccccc1)c1ccccc1)S(=O)(=O)c1ccccc1,1585,1736
COC(=O)C(F)(Sc1c(C)n(C)n(-c2ccccc2)c1=O)C(F)(F)F (centres undefined),1475,1870
CCOc1cc(C2C(C(C)=O)=C(O)C(=O)N2CCc2c[nH]c3ccccc23)ccc1O (centres undefined),1577,1940
CCOC(=O)C1CCCN(Cc2ccccc2F)C1 (centres undefined),1445,1610
O=C(CSc1nnc(SCc2ccc(Cl)cc2)s1)N/N=C/c1ccccc1Cl,1537,1853
CC(C)CCNC(=O)c1cccnc1Sc1ccccc1,1635,1825
COc1ccc(NC(C)=O)cc1S(=O)(=O)N1CCc2ccccc21,1517,1693
Cc1ccnc2nc(C(=O)Nc3nc(-c4ccccn4)cs3)nn12,1697,1779
O=C(O)c1ccccc1S(=O)(=O)Cc1ccccc1,1536,1865
O=C(O)C(Cc1c[nH]c2ccccc12)NS(=O)(=O)c1ccccc1 (centres undefined),1491,1765
COc1ccc(F)cc1C(=O)C1CCCN(Cc2cnc(N3CCCC3)s2)C1 (centres undefined),1751,1683
CCOc1[nH]n(-c2ccccc2)c(=O)c1C=Nc1ccc(F)cc1F,1529,1913
CC(C)(C)[C@@H]1C=C(C(=O)NCc2ccccc2)O[C@H](OCc2ccc(CO)cc2)C1,1484,1553
Cc1ccc(C(=O)NCCc2nc3ccccc3[nH]2)cc1[N+](=O)[O-],1730,1681
# Following part
SMILES,SRC3 TRFRET art,SRC1 TRFRET art
CC(NC(=O)c1cc(S(=O)(=O)N(C)C)ccc1N1CCCC1)C1CC2CCC1C2 (centres undefined),1674,1817
CC(=O)c1cc(-c2ccccc2)n(CCC(=O)NC2CCC(C)CC2)c1C (centres undefined),1529,1615
CC(=O)Nc1ccc(C(=O)OCc2ccc(F)cc2)cc1,1553,1715
CCOc1cc(C)c(C(C)C)cc1S(=O)(=O)n1cnc(C)c1,1695,1802
CCOc1ccc(CN2CCN(Cc3nc(C(C)C)cs3)CC2CCO)cc1 (centres undefined),1754,1690
CCN(CCn1cccn1)C(=O)CC1C(=O)NCCN1Cc1cc(OC)cc(OC)c1 (centres undefined),1649,1709
CC(C)Cc1nc2ccc(N)cc2[nH]1,1744,2048
COc1nc(-c2ccccc2)nnc1-c1ccccc1,1564,1753
CCOCC(=O)Nc1cc(Cl)c(OC)cc1OC,1613,1964
O=C(NC(=S)NCc1ccccc1)c1cccnc1,1641,1596
CCC1CCCCN1C(=S)NC(=O)c1ccc([N+](=O)[O-])cc1 (centres undefined),1497,1673
CCN(CC(=O)NCc1cccs1)C(=O)c1ccccc1F,1464,1596
CCC(C)NC(=O)CNC(=S)N(CCCN1CCOCC1)Cc1cccs1 (centres undefined),1471,1595
N#Cc1ccc(COn2nnc3ccccc32)cc1,1563,1940
O=C(NCc1ccc2c(c1)OCO2)NC1CCCCC1,1502,1972
CCS(=O)(=O)Nc1cccc(C2=NN(S(=O)(=O)c3ccc(C)cc3)C(c3cccs3)C2)c1 (centres undefined),1597,1682
CC(N=C1NS(=O)(=O)c2ccccc21)C(=O)NCCCc1ccccc1 (centres undefined),1415,1680
Cc1c(Cl)cccc1NC(=O)C1Cc2ccccc2CN1C(=O)c1ccccc1 (centres undefined),1383,1898
COC(=O)CCCCC1SCC(NC(=O)c2ccccc2)C1=O (centres undefined),1727,1970
CC(=O)c1ccc(NC(=O)CSc2nnc(Cn3c(=O)sc4ccccc43)n2C)cc1,1705,1973

# Arranged by number of heavy atoms (high to low): four of the compounds above
SMILES,SRC3 TRFRET art,SRC1 TRFRET art
CCOC(=O)C1(Cc2cccc(OC)c2)CCCN(Cc2cc(C(C)C)n[nH]2)C1 (centres undefined),1530,1682
Cc1cc(C)cc(OCC(=O)NNC(=O)c2cc3ccccc3o2)c1,1739,1905
Cc1nc2ccccc2c(=O)n1NC(=O)c1cccc([N+](=O)[O-])c1,1589,1973
CCOC(=O)C1CCCN(Cc2ccccc2F)C1 (centres undefined),1445,1610

# Random excerpt: five compounds from above, in no set order.
SMILES,SRC3 TRFRET art,SRC1 TRFRET art
COc1ccc(CCNC(=O)CC2SC(=NCc3ccccc3)NC2=O)cc1 (centres undefined),1586,1676
N#Cc1c(-c2ccccc2)nc(SCC(=O)Nc2ccccc2)[nH]c1=O,1873,2166
S=C(NCCc1ccccc1)N1CCN(C23CC4CC(CC(C4)C2)C3)CC1,1724,2035
COCCNS(=O)(=O)c1ccc(C)c(C)c1C,1412,1950
O=C(O)C(Cc1c[nH]c2ccccc12)NS(=O)(=O)c1ccccc1 (centres undefined),1491,1765
